VLA-4 inh: inhibition in human VLA-4 binding assay, primary screen, VLA-4 allosteric modulator project, MLPCN library, flow cytometry, VLA-4 expressing cells; Integrin alpha-4 (Homo sapiens), P13612; ligand binding flow cytometry; inhibition, % (about 7 µM as worked out from the volumes in the protocol); 330,000 tested, 0.2% active; in the data active means inhibition above about 50%
Efflux pump mplx: inhibitors of Candida efflux pumps in yeast, primary screen, S. cerevisiae, Nile Red, multiplex. inhibition, % at 10 µM. S. cerevisiae Candida pump triplex. 330,000 tested, 0.44% active;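 active means plate passing quality check with inhibition over a set limit, or well fluorescence over plate mean plus 4 SD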;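 further: Nile Red retained in pooled yeast measured as flow cytometry median fluorescence; 0% = buffer negative control and 100% = Enniatin B positive control; higher means more Nile Red kept so more efflux inhibition; some compounds called inactive have numbers as strong as hits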
MEX-5 binding: MEX-5 zinc finger RNA-binding disruptors – biochemical, C. elegans, fluorescence polarization, MLPCN library, primary screen | 300,000 tested, 0.38% active | MEX-5/FITC-TCR2 RNA binding; hits give low values | activity score (negative = inhibition of binding), % at 10 µM | Zinc finger protein mex-5 (Caenorhabditis elegans), Q9XUB2;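 active means inhibition past about -25% in most replicates, and total fluorescence under double the plate's negative control median, limit read from the data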;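 further: 0% = DMSO and -100% = 5 µM competing unlabeled TCR2 RNA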
Target sequence (Q9XUB2 whole entry, looked up): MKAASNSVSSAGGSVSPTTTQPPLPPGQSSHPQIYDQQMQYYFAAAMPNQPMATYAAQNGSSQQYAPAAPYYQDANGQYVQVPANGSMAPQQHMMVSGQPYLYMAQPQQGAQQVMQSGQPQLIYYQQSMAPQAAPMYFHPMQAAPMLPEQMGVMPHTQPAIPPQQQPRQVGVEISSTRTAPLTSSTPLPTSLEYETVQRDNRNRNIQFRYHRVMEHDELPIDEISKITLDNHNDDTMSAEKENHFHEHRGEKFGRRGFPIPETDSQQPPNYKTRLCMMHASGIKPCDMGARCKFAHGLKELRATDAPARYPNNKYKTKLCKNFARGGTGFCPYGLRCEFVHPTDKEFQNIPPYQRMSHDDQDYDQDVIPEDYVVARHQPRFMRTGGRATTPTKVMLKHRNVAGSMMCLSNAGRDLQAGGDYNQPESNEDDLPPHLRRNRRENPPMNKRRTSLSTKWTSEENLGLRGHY
GLD-1 RNA inh: GLD-1/TGE RNA complex disruptors, primary screen, biochemical, fluorescence polarization; Female germline-specific tumor suppressor gld-1 (Caenorhabditis elegans), Q17339; 320,000 tested, 0.44% active; purified GLD-1 + fluorescein TGE RNA; inhibition, % at 5.96 µM; AID 2280, 2010;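 active means percent inhibition above a per-plate cutoff, the plate mean of test compounds plus 3 SD, cut at about 30% in these data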;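 further: 0% = DMSO wells with GLD-1 and probe and 100% = wells lacking GLD-1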
MCL1-BIM inh: inhibitors of MCL1 binding to BIM-BH3, primary screen, biochemical, fluorescence polarization; GST-MCL1 / FITC-Bim-BH3 fluorescence polarization; inhibition, % at 10.9 µM; Induced myeloid leukemia cell differentiation protein Mcl-1 (Homo sapiens), Q07820; AID 2057, 2009; 320,000 tested, 0.68% active;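 active means inhibition above the mean inhibition of all tested compounds plus 3 SD, set per campaign, cut at about 40% in these data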;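 further: 0% = DMSO wells and 100% = unlabeled Bim-BH3 peptide control; higher means more loss of mP so more displacement of Bim peptide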
GRK2 inh: compounds blocking aptamer binding on GRK2 – biochemical, human GRK2, bead flow cytometry, HTS, primary screen | AID 488847, 2010 | FAM-aptamer displacement from GRK2 | Beta-adrenergic receptor kinase 1 (Homo sapiens), P25098 | 330,000 tested, 0.59% active | inhibition of aptamer binding, % at 10 µM;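 active means inhibition of aptamer binding above 40%, roughly 3 SD of noise, on plates passing a quality check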;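 further: median bead fluorescence of bound FAM aptamer so fluorescent compounds give negative values; no value below 0 was filed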
PME-1 inh: PME-1 inhibitors via competitive probe labeling, primary screen, biochemical, fluorescence polarization, FP-Rh probe, HTS; recombinant PME-1; inhibition, % at 5.9 µM; AID 2130, 2009; 320,000 tested, 0.53% active;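 active means inhibition above the campaign mean of all compounds plus 3 SD, cut at about 26% in these data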;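 further: competitive labeling of PME-1 active site by serine hydrolase directed probe; 0% = PME-1 with DMSO and 100% = wells lacking PME-1 enzyme; inhibitors block probe labeling so polarization falls and inhibition rises; many of its hits are not listed in these tables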
Target sequence (Q9Y570 whole entry, looked up): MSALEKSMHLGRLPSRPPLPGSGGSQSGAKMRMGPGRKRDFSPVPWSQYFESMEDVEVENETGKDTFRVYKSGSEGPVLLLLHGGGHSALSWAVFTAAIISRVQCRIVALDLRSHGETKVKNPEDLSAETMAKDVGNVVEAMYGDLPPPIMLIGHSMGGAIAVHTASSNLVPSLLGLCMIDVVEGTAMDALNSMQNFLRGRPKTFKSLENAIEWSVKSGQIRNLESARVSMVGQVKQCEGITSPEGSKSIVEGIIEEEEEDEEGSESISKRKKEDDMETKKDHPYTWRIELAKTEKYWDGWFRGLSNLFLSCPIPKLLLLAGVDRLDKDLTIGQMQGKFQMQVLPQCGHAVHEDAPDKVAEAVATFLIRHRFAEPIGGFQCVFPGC
BCLXL inh: inhibitors of human Bcl-xL, primary screen, biochemical, fluorescence polarization, HTS; Bcl-2-like protein 1 (Homo sapiens), Q07817; GST-Bcl-xL / FITC-Bim BH3 peptide fluorescence polarization; inhibition, % at 10.9 µM; 320,000 tested, 0.7% active;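 active means inhibition above the mean of all tested compounds plus 3 SD, cutoff set per campaign, cut at about 30% in these data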;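 further: 0% = DMSO wells and 100% = unlabeled Bim-BH3 peptide competitor; inhibitors lower millipolarization by displacing the labeled peptide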
Target sequence (Q07817 whole entry, looked up): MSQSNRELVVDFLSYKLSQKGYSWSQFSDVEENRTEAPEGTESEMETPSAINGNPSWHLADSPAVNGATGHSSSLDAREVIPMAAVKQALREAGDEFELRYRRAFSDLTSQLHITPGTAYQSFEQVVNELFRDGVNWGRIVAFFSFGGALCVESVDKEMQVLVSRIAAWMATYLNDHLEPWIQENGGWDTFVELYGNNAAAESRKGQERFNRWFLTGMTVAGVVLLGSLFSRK
Fam108B counter: mouse Fam108B serine hydrolase inhibitors, primary screen, counter-screen for RBBP9 inhibitor project, biochemical, fluorescence polarization. AID 1947, 2009. 300,000 tested, 0.33% active. recombinant Fam108B, FP-Rh probe fluorescence polarization. inhibition, % at 9.51 µM;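 active means inhibition above the screen mean inhibition plus 3 SD, computed separately per campaign, cut at about 18% in these data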;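 further: inhibitors lower polarization as less probe binds the enzyme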
Numbers without * were called inactive; x = not tested or not shown. Not all compounds are listed, so the mix of outcomes need not match the whole.

mol	VLA-4 inh	Efflux pump mplx	MEX-5 binding	GLD-1 RNA inh	MCL1-BIM inh	GRK2 inh	PME-1 inh	BCLXL inh	Fam108B counter
O=Nc1c(-c2ccccc2)[nH]n(-c2ccccc2)c1=O	7.0	0.0	0.6	-0.8	8.5	0.0	5.4	2.6	6.5
Cn1cnc([N+](=O)[O-])c1NCc1ccccc1	-4.7	-0.3	-0.2	-0.9	-2.5	0.0	-2.7	0.6	5.4
Cc1nonc1OC(C)CNCCNc1ccc([N+](=O)[O-])cc1 (stereo unspecified)	4.9	0.1	4.0	-0.7	6.5	0.0	-4.3	0.8	0.4
O=C(Cn1cc2c(n1)CCCC2)Nc1ccccc1Br	7.4	0.0	1.0	7.0	-0.5	0.0	3.0	-2.6	-3.2
CCOc1ccccc1NC(=O)CSc1n[nH]c(=O)n1-c1ccccc1	12.4	-0.1	-0.2	1.6	-6.8	0.0	1.8	-1.3	-3.0
CCn1cc(/C=C/C(=O)Nc2c(C)nn(Cc3ccccc3)c2C)cn1	-0.3	-0.3	-2.3	6.0	-4.1	1.0	-10.7	4.1	-2.7
CCOCCCNC(=O)Cc1c(C(=O)O)[nH]c2ccc(Cl)cc12	6.0	0.3	1.3	1.5	-2.4	0.0	3.9	-0.8	-1.1
Cc1cc2c(NC(=O)Nc3ccccc3)cccc2nn1	-5.3	-0.1	-0.6	-4.1	1.7	2.0	0.0	10.6	-0.9
CCSc1ccc([C@@H]2[C@H]3C(=O)N(C)C(=O)[C@H]3[C@]3(C(=O)OC)CCCCN23)cc1	0.8	-0.1	x	5.8	2.6	2.0	0.2	1.6	3.4
COc1cc(SC)ccc1C(=O)Nc1cccc(C2OCCCO2)c1	0.3	-0.1	-2.7	-3.4	3.7	0.0	-3.2	-2.7	-2.6
CNC(=O)CNC(=O)Nc1ccc(C)cc1	-6.0	0.1	1.4	2.5	3.0	0.0	-1.0	-6.2	1.5
Cc1cc(=O)[nH]c(N2CCN(c3ccc(Cl)cc3)CC2)n1	3.1	0.2	-3.3	5.0	5.1	1.0	3.0	3.9	2.6
CCOc1ccccc1-n1c(SCC(=O)Nc2ccccc2C(=O)O)nc2ccccc2c1=O	2.7	0.1	4.6	3.2	4.8	2.0	9.2	2.7	-2.9
COc1cc(OC)cc(-c2cc3nc4c(c(N5CCN(c6ncccn6)CC5)n3n2)CCCC4)c1	9.5	0.3	-1.4	3.9	-5.9	0.0	-3.1	-1.2	0.7
CCn1cc(C(=O)NC(=S)Nc2ccccc2[N+](=O)[O-])cn1	3.9	0.2	-1.1	-1.6	8.6	4.0	2.0	2.4	5.8

mol	VLA-4 inh	Efflux pump mplx	MEX-5 binding	GLD-1 RNA inh	MCL1-BIM inh	GRK2 inh	PME-1 inh	BCLXL inh	Fam108B counter
NNC(=O)CS(=O)(=O)CS(=O)(=O)CC(=O)NN	4.8	0.0	-0.8	-4.1	5.9	4.0	-5.5	0.7	5.7
O=C(NNC(=S)Nc1ccc(Cl)cc1)c1cccs1	0.2	-0.1	-4.1	4.9	-3.1	0.0	-7.7	0.7	-0.5
COc1cccc(/C=C(\CC(=O)O)c2nc3ccccc3s2)c1	-7.3	-0.2	-0.5	-1.7	0.1	1.0	3.5	-1.3	7.4
COc1ccc(/C=C/C(=O)NCC(=O)N/N=C(\C)Cc2ccccc2)cc1	-0.1	0.0	0.7	3.2	5.4	4.0	-0.7	5.8	0.2
CN(C)c1ccc(CCc2ccc(N)cc2)cc1	-7.2	0.1	2.1	-21.1	-20.6	0.0	1.6	-17.2	0.7
O=C(/C=C/c1ccccc1)Nc1sc2c(c1C(=O)O)CCC2	-6.5	-0.1	-0.8	6.8	1.7	0.0	-0.9	7.0	-1.1
Cc1cc(C)c2c(NC(=O)CCl)nn(C)c2n1	9.8	0.0	3.1	3.7	4.5	0.0	-2.3	8.0	4.6
Cc1cccc(C)c1NC(=O)CSc1nnc(C)n1CC1CCCO1 (stereo unspecified)	1.7	-0.1	-2.0	7.2	-1.2	1.0	-2.1	4.9	-4.5
CC(C)C(NS(=O)(=O)c1ccccc1)C(=O)NC1CCCC1 (stereo unspecified)	-3.8	0.0	-4.3	5.0	0.3	3.0	-3.9	3.1	-1.9
CC(C)=CCN1CCN(Cc2ccc(C)s2)CC1CCO (stereo unspecified)	8.3	-0.1	3.3	-2.2	0.6	0.0	4.3	6.7	4.3
Cc1cc(C)c(S(=O)(=O)NCCC2CCCN2C)c(C)c1 (stereo unspecified)	11.1	0.0	0.1	1.0	10.7	0.0	-11.7	6.1	-0.5
O=C(c1ccc(F)cc1)N(c1ccccn1)C1CCCCC1	-1.8	-0.1	-0.3	-5.0	3.2	0.0	0.5	8.2	2.2
CC(C)=CC(=O)OCC(=O)Nc1cc(C)cc(C)c1	4.7	0.1	0.3	8.6	-0.1	0.0	7.4	-1.9	-2.8
O=C(CN1CCN(c2ccc(O)cc2)CC1)Nc1ccc2c(c1)OCCCO2	-4.9	0.0	x	0.3	5.7	0.0	0.8	7.1	x
COC(=O)c1cc(NC(=O)c2cc(-c3ccc(Cl)cc3)oc2C(F)(F)F)ccc1N1CCOCC1	1.6	0.1	6.6	-1.8	1.1	0.0	3.8	0.4	0.5

mol	VLA-4 inh	Efflux pump mplx	MEX-5 binding	GLD-1 RNA inh	MCL1-BIM inh	GRK2 inh	PME-1 inh	BCLXL inh	Fam108B counter
O=C(Nc1ccccc1F)C1CCN(S(=O)(=O)c2cccnc2)CC1	22.9	-0.1	2.2	4.8	5.4	0.0	9.4	4.2	2.4
CCOC(=O)C1CCCN(C/C(O)=C(\C#N)c2nc(-c3ccc(Cl)cc3)cs2)C1 (stereo unspecified)	7.0	-0.1	0.7	-0.1	1.5	1.0	0.7	0.0	-0.3
COc1ccc(NC(=O)CN(C)C(=O)c2ccc(NS(=O)(=O)c3ccc4[nH]c(=O)[nH]c4c3)cc2)cc1	9.8	-0.1	2.5	5.0	0.6	2.0	-2.1	1.8	2.7
CC(C)(C)Nc1nc(Cl)nc(Nc2ccccc2)n1	15.2	-0.1	-3.0	-6.3	1.8	2.0	-2.7	3.8	1.7
Cc1ccc2oc(-c3cccc(NC(=O)c4ccc(Br)o4)c3C)nc2c1	10.3	0.0	-1.5	3.7	6.7	3.0	-2.5	4.4	-5.4
CCOC(=O)c1c(NC(=O)NC(C)(C)C)sc2c1CCN(C)C2	1.9	0.0	-9.3	7.3	8.6	2.0	2.5	8.3	1.8
Cc1ccc2c(c1)N(CCCC(=O)NCC1COc3ccccc3O1)C(=O)CO2 (stereo unspecified)	7.1	0.0	-1.0	5.1	0.1	2.0	6.9	2.2	-3.2
CC(C)c1ccc(/C=C2\CC/C(=C\C=N\N(C)C)C2=O)cc1	-13.9	-0.1	1.8	-16.1	-21.5	2.0	-2.4	-16.3	3.5
COc1ccc(-c2cnc(N)nc2-c2ccc(OCc3ccccc3)cc2O)cc1	8.6	0.1	0.6	4.8	2.0	1.0	-0.3	3.9	-8.9
O=C(NCCc1ccc(Cl)cc1)c1ccc2c(c1)OCO2	-0.3	0.9	-8.8	2.2	-1.5	0.0	5.6	1.4	1.6
CCOC(=O)C1CCCN(Cc2cc(Br)ccc2OC)C1 (stereo unspecified)	4.0	-0.1	x	-5.6	7.5	2.0	-1.4	7.2	3.7
CC(C)(C)n1nnnc1C(c1cccs1)N(Cc1cccnc1)CC1CCCO1 (stereo unspecified)	3.3	0.0	-1.1	1.3	-5.6	0.0	13.2	0.5	-3.8
COc1cc(C(=O)OCC(=O)Nc2ccc(S(=O)(=O)N3CCCC3)cc2)cc(OC)c1OC	-8.1	-0.2	x	0.6	x	3.0	x	x	x
Cc1ccc(C)c(NC(=O)CCC(=O)OC(C(=O)c2ccccc2)c2ccccc2)c1 (stereo unspecified)	8.7	0.0	1.5	3.4	2.3	0.0	-1.7	8.7	-1.6
COc1cccc(NC(=O)CN(C)C(=O)CCCc2c[nH]c3ccccc23)c1	-1.1	-0.1	x	-0.2	0.6	0.0	-3.4	4.1	x

mol	VLA-4 inh	Efflux pump mplx	MEX-5 binding	GLD-1 RNA inh	MCL1-BIM inh	GRK2 inh	PME-1 inh	BCLXL inh	Fam108B counter
CCOC(=O)C1CCN(C(=O)c2ccc3c(=O)n4nc(Nc5cc(C)ccc5C)sc4nc3c2)CC1	-1.3	0.1	0.0	-0.1	-0.2	9.0	-9.2	4.3	-5.2
Cn1c(=O)cc(SCC(=O)N2CCN(Cc3ccc4c(c3)OCO4)CC2)c2ccccc21	-5.7	0.2	0.3	1.6	6.7	2.0	1.7	4.9	1.1
CC(=O)c1cccc(NC(=O)Oc2ccccc2)c1	-5.1	-0.2	-3.6	-5.2	-0.9	5.0	0.4	-0.8	-1.2
CC(=O)c1cccc(NC(=O)C2CCCN(S(=O)(=O)c3ccc(F)cc3)C2)c1 (stereo unspecified)	-6.1	0.3	-5.5	8.9	-1.1	0.0	-4.5	4.4	-7.3
Cn1c(-c2ccccc2)cnc1NCc1cc(Cl)ccc1O	-2.8	0.0	-0.3	x	x	0.0	x	x	x
Cc1[nH]n(-c2ccccc2)c(=O)c1C=Nc1ccc2[nH]c(=O)[nH]c2c1	-7.9	0.2	-6.6	2.0	1.9	1.0	-2.2	1.6	0.9
CC(C)S(=O)(=O)c1csc(C(=O)NNC(=O)Nc2ccccc2)c1Cl	4.3	-0.1	-1.0	-3.7	7.3	0.0	3.2	-1.1	0.3
COc1cccc(C(=O)Nc2nc(-c3ccccc3)c(-c3ccccc3)o2)c1	6.9	0.0	1.6	-1.3	5.7	0.0	-7.3	3.6	-7.0
COCCN(C(=O)CNC(=O)c1cccs1)C(C(=O)NC1CCCCC1)c1ccco1 (stereo unspecified)	4.7	0.0	x	0.4	0.9	0.0	-6.9	3.9	-1.0
Cc1cc(NS(=O)(=O)c2ccc(NC(=O)CCCC(=O)O)cc2)nc(C)n1	-6.9	0.3	0.8	1.4	-0.4	0.0	-5.5	7.5	-4.6
COc1ccc(C(NC(C)=O)c2ccc3cccnc3c2O)c(OC)c1 (stereo unspecified)	-0.2	0.1	-1.2	0.6	4.9	5.0	-3.1	-1.8	2.6
CC(C)[C@H](NC(=O)c1ccco1)C(=O)OCC(=O)Nc1cccc(F)c1	10.4	0.1	-1.3	5.2	-4.5	0.0	-2.5	3.6	1.4
CCOc1ccc(CNCCCSc2ncccn2)cc1	17.1	-0.2	0.6	-3.0	9.8	0.0	7.4	9.5	3.2
S=C(NCCc1ccccc1)N1CCN(Cc2ccc(Cl)c(Cl)c2)CC1	0.0	0.0	2.3	5.6	14.7	2.0	-2.4	6.7	3.6
O=C(OCc1nc2scc(-c3ccccc3)c2c(=O)[nH]1)c1cc(Cl)ccc1[N+](=O)[O-]	-0.6	0.1	3.9	1.0	-0.9	0.0	3.1	-5.0	-6.5

Compound activity (PubChem BioAssay)
